Bioassay records from PubChem BioAssay.
EPAC1 antag – blocks human EPAC1 exchange factor; O95398; EPAC1 GEF assay, Rap1b-BODIPY-GDP exchange fluorescence; Potency, µM (series often up to 115 µM), for inactives: at the top dose activity change, negative = inhibition, actives largely listed as inhibitors; hit rate 0.14% among 360,000; AID 720709;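 note: plate controls were vehicle for no effect and positive control for full effect; nearly all actives have a fitted effect of over 50% in size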
EPAC2 agonist – EPAC2 (human) agonism. Q8WZA2. EPAC2 activation, biochemical qHTS; response scale: 100% = 6.5 mM cAMP response. Potency, µM (top dose mostly 154 µM), inactives show at the top dose activation, hits mostly activators. hit rate 0.079% among 360,000; note: nearly all actives have a fitted effect of over 50% in size
Target sequence (Q8WZA2 whole entry, looked up): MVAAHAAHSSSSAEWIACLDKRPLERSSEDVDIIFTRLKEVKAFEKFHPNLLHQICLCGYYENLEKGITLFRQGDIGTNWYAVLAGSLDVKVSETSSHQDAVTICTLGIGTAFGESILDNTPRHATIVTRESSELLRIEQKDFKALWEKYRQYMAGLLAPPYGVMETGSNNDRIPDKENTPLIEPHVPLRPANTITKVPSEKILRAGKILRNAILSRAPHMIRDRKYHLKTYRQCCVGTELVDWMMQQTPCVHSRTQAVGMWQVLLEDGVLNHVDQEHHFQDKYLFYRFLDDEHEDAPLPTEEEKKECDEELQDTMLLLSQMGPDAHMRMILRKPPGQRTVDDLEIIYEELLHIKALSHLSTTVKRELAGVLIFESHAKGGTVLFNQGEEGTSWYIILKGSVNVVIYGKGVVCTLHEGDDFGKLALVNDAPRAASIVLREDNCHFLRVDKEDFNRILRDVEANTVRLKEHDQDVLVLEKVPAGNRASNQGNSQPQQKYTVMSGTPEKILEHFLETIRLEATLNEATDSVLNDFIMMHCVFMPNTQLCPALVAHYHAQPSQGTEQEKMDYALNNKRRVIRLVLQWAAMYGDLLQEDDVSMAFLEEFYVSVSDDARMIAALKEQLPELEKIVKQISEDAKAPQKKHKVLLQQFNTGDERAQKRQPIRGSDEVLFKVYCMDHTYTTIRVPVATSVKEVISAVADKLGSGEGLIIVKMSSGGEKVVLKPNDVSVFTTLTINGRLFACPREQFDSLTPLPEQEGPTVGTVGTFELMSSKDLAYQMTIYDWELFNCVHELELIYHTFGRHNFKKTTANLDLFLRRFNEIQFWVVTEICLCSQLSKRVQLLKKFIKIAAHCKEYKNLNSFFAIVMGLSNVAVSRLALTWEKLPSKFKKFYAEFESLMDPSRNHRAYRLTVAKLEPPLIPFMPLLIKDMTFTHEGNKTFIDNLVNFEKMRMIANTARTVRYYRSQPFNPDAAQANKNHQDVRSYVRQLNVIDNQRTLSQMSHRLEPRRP
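In this primary screen, activation is scored as increased exchange of BODIPY-GDP from Rap1B by 100 nM EPAC2, with 50 uM GDP as competitor. Signal is normalized to the 6.5 mM cAMP agonist control.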
PTHR1 ag – PTHR1 (human) receptor agonism; Q03431; hit rate 0.075% among 410,000; Potency, µM (series often up to 115 µM), for the others: at the highest dose activation, most hits filed as activators; AID 743266; HEK293 GP2 PTHR1 cells, GloSensor cAMP luminescence, 1 h; note: nearly all actives have a fitted effect of over 55% in size; some results filed as inactive show a strong effect at the top dose; inactives centre near -15; many of its hits are not listed in these tables
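HEK-293-derived GP2 cells expressing PTHR1 and a GloSensor cAMP reporter, 3,000/well, plated overnight, given luciferin plus IBMX (each 0.5 mM as added) for 1 h at 37 °C, then compound for 1 h at 37 °C. Luminescence was read after 15 min at room temperature.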
FUS yeast rescue – suppressors of FUS proteinopathy in yeast | Potency, µM (top dose mostly 76.6 µM), without a hit: top-dose growth rescue (activation), most hits filed as activators | hit rate 0.24% among 390,000 | S. cerevisiae FUS-expressing, growth rescue, OD600, 24 h | AID 1347120;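 note: plate controls were DMSO vehicle for no effect and reference control for full effect; nearly all actives have a fitted effect of over 55% in size; some results filed as inactive show a strong effect at the top dose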
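Read-out: OD at 600 nm after 24hr at 30C, reporting rescue of FUS-induced yeast toxicity. Cells at OD 0.005 in galactose (2%) minimal medium; compounds tested in a dilution series; CP55940 titration from 92uM final as control.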
EPAC2 antag – antagonists of human EPAC2; AID 720708; Potency, µM (highest dose often 114 µM), for inactives: at the top dose activity, negative = inhibition, hits mostly inhibitors; Q8WZA2; hit rate 0.18% among 360,000; EPAC2 GEF exchange of Rap1B-BODIPY-GDP, fluorescence; note: % is set by controls: 0 for no effect and ±100 for the full control effect; nearly all actives have a fitted effect of over 45% in size; many of its hits are not listed in these tables
EPAC1 agonist – agonists of human EPAC1 | hit rate 0.073% among 360,000 | EPAC1 agonist qHTS, biochemical assay; response scale: 100% = response to 6.5 mM cAMP | O95398 | AID 720707 | Potency, µM (series often up to 154 µM), inactives show top-dose activation, actives largely listed as activators; note: nearly all actives have a fitted effect of over 60% in size
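Compounds were pinned as a concentration titration into mixtures of EPAC1 (100 nM), BODIPY-GDP-loaded Rap1B (250 nM) and GDP (50 uM). After 5 min at room temperature, fluorescence was followed for 30 min; activity was scaled to 6.5 mM cAMP.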
TDP43 rescue – rescues yeast growth from TDP-43 toxicity | TDP-43 expressing yeast growth rescue, BacTiter-Glo, 24 h | hit rate 1.8% among 410,000 | AID 652104 | Potency, µM (series often up to 46.1 µM), without a hit: at the top dose growth rescue (activation), actives largely listed as activators; note: % of control where 0% means no effect; nearly all actives have a fitted effect of over 50% in size
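In this qHTS, compounds that restore growth of yeast expressing TDP-43 appear as activators. Cells (OD600=0.02, galactose medium, raffinose-pregrown) are incubated with compound 24 hr at 30 deg C and growth is quantified by BacTiter-Glo.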
aSyn yeast inh – inhibitors of alpha-synuclein toxicity in yeast | Yeast expressing alpha-synuclein, growth rescue, BacTiter-Glo, 24 h | Potency, µM (top dose mostly 46.1 µM), for the others: at the highest dose growth rescue (activation), actives largely listed as activators | hit rate 0.14% among 370,000 | AID 652106; note: % of control where 0% means no effect; nearly all actives have a fitted effect of over 65% in size
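Screening used galactose-induced yeast with toxic alpha-synuclein levels, exposed to compound for 24 hr at 30 deg C. Cell growth, read with BacTiter-Glo luminescence, gave the measured signal.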
* marks the source's active call; other numbers are inactive results; i = inactive; ? = inconclusive; nt = no result given; [ ] = remark or other dose. Calls come from the whole dose curve; as a rule, active = well fitted curve in the direction sought with a large enough effect; inconclusive = small, poorly fitted or top-dose-only effect, or another doubt; inactive = no such curve, though single readings can be large; an effect the other way counts as inactive or inconclusive. Potency is the fitted concentration of half-maximal effect. Not all compounds are listed (hit frequency here may not be typical).

Every second line gives: EPAC1 antag	EPAC2 agonist	PTHR1 ag	FUS yeast rescue	EPAC2 antag	EPAC1 agonist	TDP43 rescue	aSyn yeast inh
Cn1c(C(=O)NCCCN2CCCCC2)cc2sccc21
  0%	10%	i	33%	-6%	13%	-10%	-1%
Cc1cccc(C(=O)Nc2ccc(C(=O)N/N=C/c3cccnc3)cc2)c1
  19%	11%	-5%	-2%	4%	10%	-11%	0%
COc1ccc(CCNC(=O)c2cc(-c3ccco3)nc3ccccc23)cc1
  -17%	9%	-7%	?	0%	-2%	17%	-19%
O=C(C[n+]1cccc(C(=O)Nc2ccccc2)c1)c1ccccc1
  2%	5%	3%	25%	8%	-2%	-7%	11%
CC(=O)c1ccc(NC(=O)C2CCN(S(=O)(=O)c3cccs3)CC2)cc1
  6%	1%	-43%[inhibitor]	-3%	2%	-7%	17%	0%
C[C@@H]1CC=C[C@H]2[C@H]1C(=O)N(Cc1ccccc1)[C@H]2c1ccc(C(F)(F)F)cc1
  -16%	0%	-31%[inhibitor]	31%	?	-10%	?	-1%
Cc1cc(C)nc(NS(=O)(=O)c2ccc(NC(=O)Nc3ccccc3F)cc2)n1
  -9%	1%	-17%	-9%	-5%	-3%	3%	2%
C#CC[N+](C)(C)CCN1C(=O)C2C(c3ccccc3)C=CC(c3ccccc3)C2C1=O (configuration not stated)
  1%	8%	i	16%	12%	9%	-1%	0%
O=C(COc1ccc(Cl)cc1Cl)OCC(=O)N1CCCc2ccccc21
  -7%	9%	i	26%	-7%	7%	14%	-1%
Cn1nc(C(C)(C)C)c([N+](=O)[O-])c1C(=O)Nc1cccc2ccccc12
  0%	-6%	i	-28%	-1%	-8%	20%	3%
CC1CCCC(NC(=O)CN2C(=O)c3cccnc3Oc3ccc(Cl)cc32)C1C (configuration not stated)
  2%	-20%	i	?	64%[activator]	-15%	-4%	0%
O=C(CCNS(=O)(=O)c1ccc(Br)cc1)Nc1cccc(F)c1
  -8%	3%	-5%	-12%	-10%	-7%	7%	1%
Cc1ccc(OCC(=O)N/N=C/C=C/c2ccco2)cc1C
  -17%	-10%	-25%	nt	-10%	-21%	?	3%
CCOC(=O)C1=C(C)OC(N)=C(C#N)C1c1cncc(-c2ccc(F)cc2)c1 (configuration not stated)
  ?	18%	-5%	nt	-7%	0%	10%	15%
CCOC(=O)CSc1nc2c(sc(=S)n2-c2ccccc2OC)c(=O)n1Cc1ccco1
  -1%	15%	i	?	9%	14%	-1%	-6%
CCCCNC(=O)CO/N=C(\C)c1cc2ccccc2o1
  0%	3%	0%	nt	7%	-3%	20%	-5%
CC(=O)CN1C(=O)NC2(CCCc3ccccc32)C1=O (configuration not stated)
  -1%	2%	i	-5%	0%	15%	-2%	-1%
CCOC(=O)Cc1csc(NC(=O)C(C)(C)CC)n1
  -6%	8%	-18%[57.5 µM]	28%	-3%	17%	12%	-2%
COCCN1CCn2c(nc3cc(NC(=O)NC4CCCCC4)ccc32)C1
  3%	-4%	-2%	?	-2%	-13%	10%	-1%
O=C(COc1cccnc1[N+](=O)[O-])N1CCc2ccccc2C1
  5%	1%	i	7%	1%	3%	-3%[9.22 µM]	9%

Quoted from the listing for reference:
Every second line gives: EPAC1 antag	EPAC2 agonist	PTHR1 ag	FUS yeast rescue	EPAC2 antag	EPAC1 agonist	TDP43 rescue	aSyn yeast inh
O=C(C[n+]1cccc(C(=O)Nc2ccccc2)c1)c1ccccc1
  2%	5%	3%	25%	8%	-2%	-7%	11%
CC(=O)c1ccc(NC(=O)C2CCN(S(=O)(=O)c3cccs3)CC2)cc1
  6%	1%	-43%[inhibitor]	-3%	2%	-7%	17%	0%
C[C@@H]1CC=C[C@H]2[C@H]1C(=O)N(Cc1ccccc1)[C@H]2c1ccc(C(F)(F)F)cc1
  -16%	0%	-31%[inhibitor]	31%	?	-10%	?	-1%
Cc1cc(C)nc(NS(=O)(=O)c2ccc(NC(=O)Nc3ccccc3F)cc2)n1
  -9%	1%	-17%	-9%	-5%	-3%	3%	2%
C#CC[N+](C)(C)CCN1C(=O)C2C(c3ccccc3)C=CC(c3ccccc3)C2C1=O (configuration not stated)
  1%	8%	i	16%	12%	9%	-1%	0%
O=C(COc1ccc(Cl)cc1Cl)OCC(=O)N1CCCc2ccccc21
  -7%	9%	i	26%	-7%	7%	14%	-1%
Cn1nc(C(C)(C)C)c([N+](=O)[O-])c1C(=O)Nc1cccc2ccccc12
  0%	-6%	i	-28%	-1%	-8%	20%	3%
CC1CCCC(NC(=O)CN2C(=O)c3cccnc3Oc3ccc(Cl)cc32)C1C (configuration not stated)
  2%	-20%	i	?	64%[activator]	-15%	-4%	0%
O=C(CCNS(=O)(=O)c1ccc(Br)cc1)Nc1cccc(F)c1
  -8%	3%	-5%	-12%	-10%	-7%	7%	1%
Cc1ccc(OCC(=O)N/N=C/C=C/c2ccco2)cc1C
  -17%	-10%	-25%	nt	-10%	-21%	?	3%
CCOC(=O)C1=C(C)OC(N)=C(C#N)C1c1cncc(-c2ccc(F)cc2)c1 (configuration not stated)
  ?	18%	-5%	nt	-7%	0%	10%	15%
CCOC(=O)CSc1nc2c(sc(=S)n2-c2ccccc2OC)c(=O)n1Cc1ccco1
  -1%	15%	i	?	9%	14%	-1%	-6%

The listing continues:
Every second line gives: EPAC1 antag	EPAC2 agonist	PTHR1 ag	FUS yeast rescue	EPAC2 antag	EPAC1 agonist	TDP43 rescue	aSyn yeast inh
CCN(CCS(=O)(=O)c1ccc(Cl)cc1)Cc1nc2ccccc2c(=O)[nH]1
  6%	-5%	-10%	nt	1%	4%	8%	7%
O=C(CSc1nnc(CNc2ccccc2)o1)N1CCN(C(=O)c2ccco2)CC1
  12%	5%	i	6%	-1%	2%	-1%	10%
COC(CNC(=O)C(=O)NCC1OCCN1C(=O)c1ccc(Cl)cc1)OC (configuration not stated)
  -1%	5%	-10%	-27%	-5%	-1%	18%	3%
O=C(CCn1cnnn1)N1CCCC(Nc2ccc(F)c(F)c2)C1 (configuration not stated)
  7%	6%	-23%	nt	3%	-7%	-20%	5%
CCOc1ccc(C(=O)N2CCN(c3ccccn3)CC2)cc1OCC
  -10%	-3%	-6%	-10%	9%	1%	20%	7%
COc1ccc(/C=N/NC(=O)c2c([N+](=O)[O-])c(C)nn2C)cc1
  18%	0%	i	nt	4%	-4%	14%	-3%
O=C(NNS(=O)(=O)c1ccccc1)c1cc2cc3ccccc3nc2s1
  8%	0%	-8%	24%	-5%	3%	12%	8%
O=C(Cn1c(=O)cnc2ccccc21)NNC(=O)c1ccc(Cl)cc1
  -24%	9%	-4%	1%	1%	3%	13%	14%
O=C1C2CCCCN2C(=O)N1CCN1CCN(c2ccc(F)cc2)CC1 (configuration not stated)
  21%	-3%	i	37%	4%	5%	nt	-3%
Cc1ccc(C(C)C)c(OC/C(O)=C(\C#N)c2nc3ccccc3[nH]2)c1
  -9%	-8%	-28%	9%	9%	-4%	-17%	-1%
C=CCS(=O)(=O)N1CCCC(N2CCN(c3ccccc3OC)CC2)C1 (configuration not stated)
  19%	8%	-23%	-11%	8%	8%	13%	1%
COc1cc(NS(=O)(=O)c2c(C(=O)N3CCOCC3)c(C)n(C)c2C)cc(OC)c1OC
  -24%	-4%	i	-35%	-2%	-12%	2%	-3%
CCCNC(=O)C1(C)CCN(Cc2ccc(OC)c3ccccc23)C1 (configuration not stated)
  18%	7%	i	-10%	-12%	4%	18%	-1%
COc1cccc(C(C(=O)NC2CCCC2)N(C(=O)CNC(=O)c2ccco2)c2cccnc2)c1 (configuration not stated)
  0%	8%	-25%	1%	-3%	3%	-8%	6%
CCOC(=O)C1(Cc2ccccc2C(F)(F)F)CCN(C(=O)c2cc(C(C)=O)n[nH]2)CC1
  -5%	-7%	-22%	29%	-18%	-10%	11%	1%
CNC(=S)c1cc(C(C)(C)C)c(O)c(C(C)(C)C)c1
  -27%	18%	-24%	21%	4%	2%	-13%	-3%
CCCCC1=CC2=C(c3ccco3)C(=O)C(C)(OC(=O)c3ccc(OC)cc3)C(=O)C2=CN1C(CO)CO (configuration not stated)
  4%	11%	-19%	?	8%	13%	11%	-2%
COc1ccc(CN(C)S(=O)(=O)c2c(C)noc2C)cc1OC
  11%	0%	i	nt	-6%	3%	9%	1%
CCN1CCN(c2cc(C)c3cc(NC(=O)c4cncc(Br)c4)ccc3n2)CC1
  -26%	1%	i	24%	-9%	2%	6%	-1%
O=C(Cc1ccc(Br)cc1)Nc1ccc(S(=O)(=O)Nc2ncccn2)cc1
  -3%	3%	i	12%	5%	0%	6%	0%
CC(C)CNC(=O)NC1(C(F)(F)F)Oc2ccccc2O1
  1%	8%	i	3%	5%	1%	5%	5%
O=C(CN1CCOCC1)N1CCCc2c1c(=O)oc1ccc(OCc3ccccc3)cc21
  24%	6%	?	27%	8%	10%	-53%[inhibitor]	-10%
CC(C)C1COS(=O)(=O)NC1CC(=O)SC(C)(C)C (configuration not stated)
  12%	1%	-23%	3%	21%	-11%	0%	-1%
O=C(C1CCC(=O)N(C2CC2)C1)N1CCC(Oc2ccccc2F)CC1 (configuration not stated)
  2%	10%	-11%	21%	-1%	5%	-13%	-1%
O=C(NCc1nnnn1-c1ccc(Cl)cc1)c1ccc([N+](=O)[O-])o1
  11%	0%	-37%	-32%	-2%	-15%	26%	1%
Cc1ccc(C)c(C(=O)CCC(=O)N2CCN(c3cccc(C(F)(F)F)c3)CC2)c1
  -4%	1%	-93%[inhibitor]	19%	-17%	0%	?	9%
CCC(=O)Nc1nc2ccc(NC(C)=O)cc2s1
  3%	1%	i	8%	2%	1%	5%	1%
CN1CCN(c2ccc(CNC(=O)C3Cc4c(-c5ccccc5Oc5ccccc5)ccnc4O3)cc2)CC1 (configuration not stated)
  -19%	15%	-24%	21%	-16%	-3%	-5%	-2%
COc1ccc([N+](=O)[O-])cc1NC(=O)C1(c2ccccc2)CCOCC1
  5%	-2%	-43%[inhibitor]	26%	-2%	-2%	23%	-1%
C[C@H]1CN=C(Nc2ccccc2)N1CCc1ccc(F)cc1
  7%	-2%	-4%	-16%	4%	5%	-1%	-1%
CCn1c(CNC(=O)c2cccs2)nnc1SCC(=O)Nc1ccc(Cl)cc1
  2%	13%	i	21%	-1%	5%	10%	4%
